UHRF1 MBD2 ctr – UHRF1 methyl-DNA binding inhibition; UHRF1 binding to methylated oligo, TR-FRET; 0.75% of 370,000 active; inhibition, % at 4.4 µM; in the data active means inhibition above about 21%;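 further: UHRF1 SRA domain binding a hemimethylated CpG hairpin DNA probe; 0% = median of test compound wells and 100% = reference inhibitor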
DDE Tn7 FP inh – DD(E)-Tn7 binding inhibition, primary FP screen; P02675; FP displacement of FITC-Tn7 peptide from fibrin DD(E); 0% = median of compound wells per plate; inhibition, % at 8.3 µM; 0.13% of 370,000 active; AID 720508;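 active means inhibition above the mean of compounds falling within the control limits plus 3 SD of them, cut at about 14% in these data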;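 further: 0% = plate median of compound wells and 100% = 10 µM Aha-Tn7 peptide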
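Assay system: Human fibrin DD(E) protein | Medium: Tris buffer with calcium and detergent, pH 7.8 | Reagent: 0.1 µM fluorescent Tn7 | Compound dosing: Single point at 8.3 µM | Times: 10 min preincubation, 3 h with tracer, room temperature | Detection: Fluorescence polarization of the labelled Tn7 tracer | Controls: Aha-Tn7 high control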
PLC-beta3 inh – inhibitors of human phospholipase C beta3 | inhibition, % at 12.2 µM | Purified PLC-beta3, fluorogenic substrate, fluorescence | AID 720704 | 0.18% of 370,000 active; in the data active means inhibition above about 11%;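 further: 0% = median of compound wells on plate and 100% = full blocker control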
ARFGAP1 inh – inhibitors of rat ARFGAP1; Q62848; Arfgap1-stimulated ARF1 GTP hydrolysis, GDP FP detection; inhibition, % at 16.5 µM; 0.26% of 360,000 active; AID 651572;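 active means inhibition above a per-plate limit, mean inhibition of low control wells plus 3 SD, cut at about 25% in these data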;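 further: 0% = DMSO wells with enzyme and 100% = wells lacking Arfgap1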
Target sequence (Q62848 1-136 limits assumed): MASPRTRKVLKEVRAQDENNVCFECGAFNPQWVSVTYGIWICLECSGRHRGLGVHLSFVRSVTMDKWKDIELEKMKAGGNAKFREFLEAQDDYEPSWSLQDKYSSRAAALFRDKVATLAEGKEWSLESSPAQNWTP
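Material: rat Arfgap1 catalytic domain, aa 1-136; also added: human ARF1(Δ1-17)-GTP substrate; compound dosing: one concentration, 16.5 µM, DMSO 1.26%; incubation: GTP hydrolysis reaction 2 h at 25 °C; measured by: Tracer-displacement fluorescence polarization with EDTA stop, 620/688 nm; evaluation: % inhibition from polarization; repeats: one replicate per compound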
HGIII-sPLA2 inh – Blocks human group III sPLA2 activity; QFRET BODIPY PC-A2 liposome hydrolysis, fluorescence; inhibition, % at 12.2 µM; 0.56% of 370,000 active; AID 743126;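 active means inhibition above mean plus 3 SD of compounds lying within the high and low control bounds, cut at about 19% in these data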;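 further: 0% = median of test compound wells and 100% = no enzyme DMSO wells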
proKLK7 act – activators of human kallikrein-7 zymogen; P49862; purified proKLK7, EDANS-DABCYL substrate fluorescence; 100% is mature enzyme control, 0% vehicle; activation, % at 7 µM; 0.9% of 370,000 active;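 active means activation above the mean of all tested compounds plus 3 SD, computed per campaign excluding outliers beyond control limits, cut at about 13% in these data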
Target sequence (P49862 whole entry, looked up): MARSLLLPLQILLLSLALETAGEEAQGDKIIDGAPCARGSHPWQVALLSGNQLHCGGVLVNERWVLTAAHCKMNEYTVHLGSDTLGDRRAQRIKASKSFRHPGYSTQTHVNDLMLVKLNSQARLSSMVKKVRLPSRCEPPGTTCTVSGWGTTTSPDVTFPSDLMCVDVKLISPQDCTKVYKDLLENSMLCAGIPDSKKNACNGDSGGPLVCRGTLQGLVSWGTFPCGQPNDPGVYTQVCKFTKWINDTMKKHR
NR1D1 modulator – Rev-erb alpha (human) modulation; P20393; Rev-erbα–FITC-DNA binding, fluorescence polarization, 90 min; activity, % at 10 µM; 0.79% of 370,000 active;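 active means activity above about 14%, limit read from the data; passing the limit was not always enough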;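 further: 0% = DMSO wells with 35 nM protein and 100% = DMSO wells with 750 nM protein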
Target sequence (P20393 whole entry, looked up): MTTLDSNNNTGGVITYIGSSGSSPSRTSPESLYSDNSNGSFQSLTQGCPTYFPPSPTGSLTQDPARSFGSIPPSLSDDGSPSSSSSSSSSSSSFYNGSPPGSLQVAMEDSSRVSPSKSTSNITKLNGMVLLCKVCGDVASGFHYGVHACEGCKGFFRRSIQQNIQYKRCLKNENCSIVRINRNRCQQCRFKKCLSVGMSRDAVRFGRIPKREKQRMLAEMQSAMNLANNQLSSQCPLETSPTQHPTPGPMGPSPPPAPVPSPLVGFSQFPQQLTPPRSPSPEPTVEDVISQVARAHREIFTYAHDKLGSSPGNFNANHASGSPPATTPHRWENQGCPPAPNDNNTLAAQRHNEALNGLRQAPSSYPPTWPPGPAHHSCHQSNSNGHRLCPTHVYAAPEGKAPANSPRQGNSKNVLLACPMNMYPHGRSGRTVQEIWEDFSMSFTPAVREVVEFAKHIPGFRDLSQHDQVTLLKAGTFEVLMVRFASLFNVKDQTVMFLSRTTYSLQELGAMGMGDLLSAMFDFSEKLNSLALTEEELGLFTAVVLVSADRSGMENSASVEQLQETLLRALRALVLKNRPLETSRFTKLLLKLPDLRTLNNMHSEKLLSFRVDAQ
ASAP1 GAP inh – ASAP1 ArfGAP inhibition. 0.19% of 360,000 active. inhibition, % at 16.5 µM. ASAP1-stimulated ARF1 GTP hydrolysis, GDP FP detection; in the data active means inhibition above about 25%;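 further: 0% = vehicle with enzyme and substrate and 100% = no enzyme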
PLC-gamma1 inh – inhibitors of human phospholipase C gamma1. P19174. purified PLC-gamma1, fluorogenic substrate, fluorescence. inhibition, % at 12.2 µM. 0.84% of 370,000 active; in the data active means inhibition above about 9.5%
Tn6 DDE FP – DD(E)-Tn6 binding inhibition, primary FP screen | P02675 | Fibrin DD(E) TRITC-Tn6 fluorescence polarization displacement | inhibition, % at 8.3 µM | 0.21% of 370,000 active | AID 720509;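 active means inhibition above a per-campaign cutoff: mean of compounds within control limits plus 3 SD, cut at about 15% in these data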;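 further: 0% = median of all compound wells on the plate and 100% = blocking peptide control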
Numbers without * were called inactive; . = no result given; & = joins results of further samples.

SMILES	UHRF1 MBD2 ctr	DDE Tn7 FP inh	PLC-beta3 inh	ARFGAP1 inh	HGIII-sPLA2 inh	proKLK7 act	NR1D1 modulator	ASAP1 GAP inh	PLC-gamma1 inh	Tn6 DDE FP
C=CCN=C1SCC(=O)N1S(=O)(=O)c1ccc(C)cc1	-1	-7	-9	-6	-27	-0.2	6	9	-9	4
O=C(NCc1ccccc1Cl)c1ccc(-c2ccccc2)cc1	0	5	1	8	4	-0.5	3	-10	9	-9
S=C(NCc1ccco1)N/N=C/c1ccncc1	-4	3	-5	3	3	-0.3	5	6	0	4
Cc1ccc(CCC(=O)Nc2ccccc2C(=O)O)o1	-1	-5	-9	-5	-8	0.6	-2	2	-1	-2
CCOC(=O)Cc1nnc(NC(=O)c2ncn[nH]2)s1	5	8	-8	-9	-3	0.3	5	-2	-5	-2
CCCCCn1c(CCCNC(=O)CC)nc2ccccc21	2	6	1	2	2	0.0	6	2	4	3
CCOC(=O)COc1c(C=O)cc(Br)cc1OC	28*	1	-23	-2	1	-2.6	2	-2	-16	-5
Cc1cccc(NC(=O)NC(C)CCc2ccccc2)c1 (stereo not given)	0	2	1	-5	-16	-0.5	-2	-8	1	8
CC(C)C[C@@H](N)c1nnc(SCC(=O)c2ccc(Cl)cc2)o1	0	7	-14	6	2	-0.3	3	2	-6	-5
Cc1ccccc1N1C(=O)C(Oc2ccc(Cl)cc2)C1CNCCCOC(C)C (stereo not given)	2	-3	2	8	-17	0.3	-6	8	5	1
NC(=O)c1ccsc1NC(=O)COC(=O)c1ccccc1NCc1ccco1	-1	0	-371	16	-8	-7.5	0	-15	-292	6
CCn1c(SCC(=O)NC2CCCC2)nnc1-c1ccncc1	0	-5	-5	8	0	-0.7	-1	5	2	0

Compound profiles (already shown). Order of screens: UHRF1 MBD2 ctr | DDE Tn7 FP inh | PLC-beta3 inh | ARFGAP1 inh | HGIII-sPLA2 inh | proKLK7 act | NR1D1 modulator | ASAP1 GAP inh | PLC-gamma1 inh | Tn6 DDE FP
`S=C(NCc1ccco1)N/N=C/c1ccncc1` is entered as -4 | 3 | -5 | 3 | 3 | -0.3 | 5 | 6 | 0 | 4
`Cc1ccc(CCC(=O)Nc2ccccc2C(=O)O)o1` is entered as -1 | -5 | -9 | -5 | -8 | 0.6 | -2 | 2 | -1 | -2

UHRF1 MBD2 ctr: hit marks shown above.
SMILES	UHRF1 MBD2 ctr	DDE Tn7 FP inh	PLC-beta3 inh	ARFGAP1 inh	HGIII-sPLA2 inh	proKLK7 act	NR1D1 modulator	ASAP1 GAP inh	PLC-gamma1 inh	Tn6 DDE FP
CCOC(=O)COc1c(C=O)cc(Br)cc1OC	28*	1	-23	-2	1	-2.6	2	-2	-16	-5

New compounds follow
SMILES	UHRF1 MBD2 ctr	DDE Tn7 FP inh	PLC-beta3 inh	ARFGAP1 inh	HGIII-sPLA2 inh	proKLK7 act	NR1D1 modulator	ASAP1 GAP inh	PLC-gamma1 inh	Tn6 DDE FP
O=C(CC1C(=O)NCCN1CC1CCCCC1)NCc1ccccc1Cl (stereo not given)	-2	0	-3	-5	-1	0.3	7	-13	-6	2
Cc1cc(=O)n2c3ccccc3n(CC(O)CN3CCCCC3)c2c1C#N (stereo not given)	0	1	-17	3	9	0.6	-5	3	-16	-1
COc1ccc([C@H]2[C@H](C(=O)C(C)(C)C)N3N=Cc4ccccc4C3C23C(=O)OC(C)(C)OC3=O)cc1 (stereo not given in full)	1	-3	-9	-4	-20	0.1	1	-3	-8	1
Cc1ccc(NC(=S)NC2CCN(Cc3ccccc3)CC2)c(C)c1	7	9	5	9	8	-0.2	-2	-6	-2	10
COCCn1c(SC2CCCCC2=O)nnc1-c1ccncc1 (stereo not given)	-2	11	-40	-7	-2	-1.0	-1	-5	-1	4
CC(=O)N/C(=C\c1ccc2c(c1)OCO2)C(=O)NC(C(=O)O)c1ccccc1 (stereo not given)	-1	3	-5	2	5	-0.1	2	0	-3	10
COc1ccc(CNC(=O)CSc2nnc(C)s2)cc1	-1	2	3	9	-4	-0.4	-2	-4	4	4
CCc1nc2ccc(C(=O)Nc3cccc(NS(C)(=O)=O)c3)cn2c1N(CCC(C)C)CCN(C)C	5	-4	-2	-13	-25	0.4	-3	-5	0	0
CN(C)CCNC(=O)c1coc(=O)c(Br)c1	2	-4	-173	8	-1	-5.7	5	0	-132	-2
CCOC(=O)c1ccc(NNC(C)=O)c([N+](=O)[O-])c1	-2	1	2	4	2	0.2	-3	-9	5	-1
O=C(N[C@@H](Cc1ccccc1)C(=O)NC1CCCCCC1)c1ccco1	0	-3	2	6	0	0.9	-1	-9	0	3
COC(=O)[C@]12C[C@H](CC(=O)N3CCC(c4ccccc4)CC3)C(=O)N(Cc3ccccc3)C1=C[C@H](COCc1ccccc1)O[C@@H]2C	5	-11	3	.	-15	0.2	4	.	8	-2

Of the compounds above, these have bromine:
SMILES	UHRF1 MBD2 ctr	DDE Tn7 FP inh	PLC-beta3 inh	ARFGAP1 inh	HGIII-sPLA2 inh	proKLK7 act	NR1D1 modulator	ASAP1 GAP inh	PLC-gamma1 inh	Tn6 DDE FP
CCOC(=O)COc1c(C=O)cc(Br)cc1OC	28*	1	-23	-2	1	-2.6	2	-2	-16	-5
CN(C)CCNC(=O)c1coc(=O)c(Br)c1	2	-4	-173	8	-1	-5.7	5	0	-132	-2

Going on with the list:
SMILES	UHRF1 MBD2 ctr	DDE Tn7 FP inh	PLC-beta3 inh	ARFGAP1 inh	HGIII-sPLA2 inh	proKLK7 act	NR1D1 modulator	ASAP1 GAP inh	PLC-gamma1 inh	Tn6 DDE FP
O=C(Nc1ccc(Cl)c(S(=O)(=O)N2CCOCC2)c1)c1cc2ccccc2oc1=O	-1	-4	2	-2	5	0.5	-1	7	0	3
O=C(CC(c1ccccc1)c1ccccc1O)NCc1ccccc1Cl (stereo not given)	-3	-4	2	6	-19	0.5	3	-17	4	-4
Cc1ccc(C(=O)N2CC(C)OC(C)C2)cc1S(=O)(=O)N1CCCCC1 (stereo not given)	0	-1	-7	-13	11	0.5	2	7	5	-2
CC(=O)Oc1ccc(Cn2c(C)c(C(=O)NCc3cccc(C(F)(F)F)c3)sc2=O)cc1	-2	1	0	3	-7	-0.2	0	9	-2	0
C/C(N)=C(/C#N)C(=O)CSc1n[nH]c(-c2ccccc2Br)n1	0&2	4&-1	-2&2	-1&13	0&4	0.4&-0.2	8&-5	-10&-1	-2&3	2&4
Cc1nnc(NC(=O)C2c3ccccc3Oc3ccccc32)s1	6	-1	4	-4	-3	-0.1	-1	11	0	4
COc1ccccc1N1CCN(C(=O)CSc2nc(-c3ccco3)cc(C(F)(F)F)n2)CC1	0	4	-2	7	-2	0.3	0	9	-5	1
O=C(CN1CCN(S(=O)(=O)c2ccccc2)CC1)Nc1ccccc1C(=O)NC1CC1	1	-1	-5	-4	-1	0.2	9	1	2	1
CC(C)N(c1ccccc1)c1ccc(NC(=O)[C@@H]2O[C@H](CO)[C@H](O)[C@H](O)[C@H]2O)cc1	0	-1	0	4	-6	-0.5	3	3	2	-11
CC(C)c1ccc(NC(=O)O[C@@H]2CC[C@@]34CCCN3C(=O)CCC[C@H]4C2)cc1	0	3	1	.	-6	.	-4	.	-2	2
CC(C(=O)O)c1ccc(-c2ccccc2)c(F)c1 (stereo not given)	-1&1	-7&0	-5&-7	10&-2	-1&5	-0.1&0.0	-6&1&-5	-10&10	0&-4	0&1
CC(C)c1ccc(C(=O)NNC(=O)C2CC=CCC2C(=O)O)cc1 (stereo not given)	1	-8	-1	9	0	0.3	-2	4	0	1
COc1ccc(C(NC(=O)C2CCN(Cc3ccc(Oc4ccccc4)cc3)CC2)c2ccccc2C)cn1 (stereo not given)	-2	-1	2	6	-13	-0.2	2	-9	6	0
C=CCN1C[C@@H](COCc2ccccc2)OCCS1(=O)=O	0	-1	3	3	6	-0.3	-3	10	-1	-4
CN1C(=O)C(C)(C)c2cc(S(=O)(=O)N3CCC(C(=O)NCc4ccc(F)cc4)CC3)ccc21	-2	3	2	-12	-3	-0.1	-5	12	1	9
O=C(CSc1nc2ccccc2c(=O)[nH]1)c1ccc(O)cc1O	-2	-1	-15	7	-15	-0.1	-1	5	-11	0
Cc1cc2c(cc1C)-c1nnnn1C(N1CCCCC1)C(=O)N2 (stereo not given)	-2	4	5	1	-5	0.4	-1	1	4	6
Cc1ccc(C)c(Cn2nnc3c(=O)[nH]c(C(=O)Nc4ccc(F)cc4)nc32)c1	5	-2	-5	3	-2	-3.0	-3	0	-1	-8
CC(=O)Oc1ccc(-c2cccc(C(=O)N(C)c3ccc(O)cc3)c2)cc1	2	2	-2	4	-15	-0.7	-1	7	-2	-2
CCCCOc1ccc(CN2CCSCC2)cc1	2	0	-6	-1	-1	-0.3	1	-9	1	7
Clc1ccc(Cn2nnc3ccccc32)cc1	0	-2	-9	2	3	-0.4	5	-10	0	3
S=c1[nH]nc(SCc2ccccc2)c2[nH]cnc12	0	10	0	-1	15	-0.9	0	0	5	5
COc1ccc(OC)c(N(/C(N)=N/c2nc(C)cc(C)n2)S(=O)(=O)c2ccc(NC(C)=O)cc2)c1	2	-5	2	13	2	0.0	-2	4	3	5
O=C(c1ccco1)N1CCN(C(c2ccccc2Cl)c2nnnn2Cc2cccs2)CC1 (stereo not given)	1	7	-2	8	-13	0.5	-3	-2	3	7
CC1=CC(C)(C)Nc2ccc(OC(=O)c3ccco3)cc21	-2	1	-94	4	2	0.2	-2	15	-86	-8
Cc1ccc(S(=O)(=O)NCc2ccco2)c(C)c1C	4	0	4	1	-6	0.1	11	11	-2	-2
CC(C)CC(C(=O)N1CCc2ccccc2C1)N1C(=O)c2ccccc2C1=O (stereo not given)	0	-4	-3	-1	3	0.4	1	-2	-3	-2
CC1(C)CC(NC(=O)C(C)(C)Oc2ccc(Cl)cc2)CC(C)(C)N1	-2	-2	-2	-3	-1	0.0	-2	0	1	-3
NC(=O)C[n+]1cccc(/C=N/O)c1	4	8	-6	-4	8	0.2	-1	3	0	6
O=c1c2ccccc2nc2n1C(CSc1ccc(F)cc1)CS2 (stereo not given)	-2	3	-5	20	1	-0.2	.	4	0	0
Cc1oc(CC(C)C)c(CN2CCCC2)c1C(=O)O	-2	-3	2	-8	3	1.1	-8	1	0	6

From PubChem
